Screening data: PubChem, several laboratories
RSV antiviral HEp-2: RSV antiviral activity via CPE protection, HEp-2 cells, primary 10 µM value included (AID 2391); HEp-2 cells, RSV-induced CPE inhibition; higher % means a stronger effect; actives 0.13% (n = 310,000); one-dose CPE inhibition, % at 10 µM; IC50 in µM for titrated hits; in the data active = a potency from the dose series; inconclusive = CPE inhibition mostly from about 23% at the one dose, without a potency; inactive = the rest, 99 in 100 with CPE inhibition below about 21%; note: strong numbers were not always called active
UTI89 phage lysis: inhibition of K1F phage lysis, E. coli UTI89, bacterial capsule biogenesis inhibitors, alamar blue (AID 488966); E. coli UTI89 K1F phage lysis, alamar blue, 2 h; higher % means a stronger effect; inhibition, % at 100 µM; hits with a dose series show IC50 in µM; actives 0.02% (n = 340,000);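 active = phage lysis inhibition, versus mean bacterial control, above a set limit; inconclusive = no clear call, values can overlap the other calls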;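 note: capsule biogenesis inhibitors block K1F phage lysis so surviving cells raise fluorescence; higher fluorescence means more inhibition of phage lysis; actives were called in the ten point dose series up to 300 µM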
human PMI inhibition: inhibitors of human PMI, primary screen, biochemical, fluorescence intensity, coupled assay (AID 1209); purified PMI enzyme, coupled fluorescence intensity; higher % means a stronger effect; one-dose inhibition, % at 20 µM; IC50 in µM for titrated hits; actives 0.42% (n = 190,000);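 note: plate controls were DMSO vehicle for no effect and wells lacking substrate for full effect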
T cell HTS: T cell immune modulators affecting CD8 T cell-vesicle binding. 2C CD8+ T cell-vesicle binding, flow cytometry; hits give low values. calls only at 7 µM. actives 0.068% (n = 330,000). AID 2052;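 active = response, share of CD8 T cells binding vesicles, and their 90th percentile fluorescence all below set limits, cut at about 80% in these data, passing the limit was not always enough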
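Assay system – 2C mouse CD8+ T cells · Also added – QL9-loaded Drosophila micro-vesicles · Timing – Cell–vesicle co-incubation 1.5 h at 37 °C, staining 20 min on ice · Signal – flow cytometry of vesicle-bound cells · Measure – percent CD8+ FL2 mean versus row control · Controls – Peptide-free naked vesicles (low) and QL9 vesicles with 0.7% DMSO vehicle (high)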
PMI inhibition: human PMI inhibitors, high substrate, primary screen, biochemical, fluorescence intensity, high mannose 6-phosphate (AID 1220) | actives 0.66% (n = 190,000) | inhibition, % at 20 µM; hits with a dose series show IC50 in µM | recombinant PMI enzyme, coupled fluorescence intensity; higher % means a stronger effect
West Nile virus CPE: West Nile virus antiviral activity, cell-based, CPE readout (AID 1621); West Nile virus-infected cells, CPE inhibition; higher % means a stronger effect; CPE inhibition, % at 10 µM, or IC50 in µM where a hit was titrated; actives 0.02% (n = 290,000); in the data active = a potency from the dose series; inconclusive = CPE inhibition mostly from about 3.7% at the one dose, without a potency; inactive = the rest, 99 in 100 with CPE inhibition below about 2.2%; note: strong numbers were not always called active
M1AAP inhibition: P. falciparum M1AAP inhibitors, biochemical, fluorogenic H-Leu-NHMec substrate, 1536-well (AID 1445); recombinant M1AAP, H-Leu-NHMec fluorogenic kinetic assay; higher % means a stronger effect; inhibition, % at 30 µM; hits with a dose series show IC50 in µM; actives 0.42% (n = 220,000);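 active = primary inhibition above the hit cutoff, then over 50% inhibition at one or more dose response concentrations, cut at about 23% in these data, passing the limit was not always enough; inconclusive = conflicting primary data, or primary hits not chosen for dose response; inactive = low primary inhibition, or under 50% at every dose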;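 note: plate controls were DMSO full reaction for no effect and no enzyme background for full effect; strong numbers were not always called active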
M17LAP inhibition: P. falciparum M17LAP inhibitors, primary screen, biochemical, fluorogenic H-Leu-NHMec substrate, 1536-well (AID 1619). recombinant M17LAP, H-Leu-NHMec fluorogenic kinetic assay; higher % means a stronger effect. inhibition, % at 30 µM, or IC50 in µM where a hit was titrated. actives 0.38% (n = 220,000);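 active = compound inhibiting the enzyme by more than half at any dose during confirmatory dose-response retesting; inconclusive = strong single-dose inhibitors picked by rank but not retested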;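 note: plate controls were full reaction with DMSO carrier for no effect and no enzyme background for full effect; strong numbers were not always called active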
TNAP activators: stimulation of alkaline phosphatase TNAP activity – biochemical, luminescent, no phosphate acceptor, uHTS, primary screen (AID 1001). purified TNAP, luminescent activation assay, no phosphate acceptor; higher activation fold means a stronger effect. one-dose activation fold at 20 µM; EC50 in µM for titrated hits. actives 0.03% (n = 200,000); in the data active = activation fold from about 3, or a potency from the dose series; inactive = the rest, 99 in 100 with activation fold below about 1.6; note: many of its hits are not listed in these tables
T cell HTS vesicle-bound %: second read-out of T cell HTS, no call of its own (marks repeat the call); double positive events, %; measured here: CD8+ vesicle-bound cell fraction;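 binding gate set so that unloaded-vesicle control wells show 10% double positive cells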
Numbers without * were called inactive; i = inactive; ? = inconclusive; nt = not tested or not shown; [ ] = dose if it differs, or a comment. Cut-off read from the data, not from the text of the source, unless noted: active = inhibition above about 50%; inactive = the rest.

SMILES	RSV antiviral HEp-2	UTI89 phage lysis	human PMI inhibition	T cell HTS	T cell HTS vesicle-bound %	PMI inhibition	West Nile virus CPE	M1AAP inhibition	M17LAP inhibition	TNAP activators
C=CCc1cccc2cc(C(=O)Nc3cccc(C(=O)O)c3)c(=O)oc12	-1.3%	nt	nt	i	13	nt	1.3%	-2%	-8%	nt
Cn1c(C(=O)NC2CC2)cc2c(=O)n(C)c3ccccc3c21	8.0%	-0.4%	-4%	i	66	0%	0.0%	1%	8%	1.1
CCOC(=O)Cc1cnc(NC(=O)NC(C(=O)OCC)(c2ccccc2)C(F)(F)F)s1 (stereo not drawn)	1.7%	-0.1%	24%	i	23	21%	-0.1%	6%	15%	1.1
Cc1cc(C)nc(SC(C)C(=O)N/N=C/c2cccs2)n1 (stereo not drawn)	0.1%	0.2%	-3%	i	6	1%	-0.4%	6%	9%	1
NS(=O)(=O)c1cccc(NC(=O)c2cccc3c(Br)cccc23)c1	3.0%	-1.1%	nt	i	53	nt	-0.4%	nt	nt	nt
COc1ccc(-c2nnc3n2C(C)(C)Cc2cc(OC)c(OC)cc2-3)cc1	nt	nt	-8%	nt	nt	4%	0.1%	5%	10%	1
Cc1ccc(NC(C)C(=O)N/N=C/c2ccc([N+](=O)[O-])s2)cc1 (stereo not drawn)	0.5%	-2.3%	6%	i	51	18%	-1.9%	10%	10%	1.1
COc1ccc(CN(C)Cc2cc(=O)oc3cc(C)c(C(C)C)cc23)cc1OC	6.6%	-0.3%	nt	i	16	nt	-0.7%	nt	nt	nt
COCCCNC(=O)CCNS(=O)(=O)c1ccc(C)cc1	0.2%	0.0%	8%	i	8	3%	0.2%	8%	2%	1
O=C(O)c1cccc(Cn2c(Cl)c(/C=N/NC(=O)c3ccc(O)cc3)sc2=O)c1	1.0%	-0.1%	nt	i	53	nt	0.4%	17%	54%	nt
CCCCNC(=O)Nc1ccccn1	0.7%	11%	-4%	i	54	-2%	0.1%	1%	1%	1
Cc1noc(C)c1C(=O)OC(C(=O)NC1CCCC1)c1ccc(F)cc1 (stereo not drawn)	-0.8%	1.1%	-7%	i	31	-12%	-0.9%	2%	-7%	1.1
CCCN(CCC)C(=O)Cn1c(=O)n(CCCCC(=O)NCc2ccco2)c(=O)c2ccccc21	2.3%	0.1%	-18%	i	52	-19%	-0.1%	4%	-3%	1
Cc1ccnn2c(-c3ccccc3)c3c(=O)n(C)c(=O)n(C)c3c12	nt	nt	3%	nt	nt	-2%	1.2%	8%	3%	1
COc1nc(N)nc(N)c1NS(=O)(=O)c1ccc(C)cc1	1.9%	2.2%[50 µM]	nt	i	25	nt	0.0%	nt	nt	nt
Cc1ccccc1NC(=O)c1sc2nc3c(c(-c4ccco4)c2c1N)CCC3	-0.6%	-0.2%	-5%	i	10	15%	0.8%	0%	-4%	1.1
CC(C)c1c(C(=O)N/N=C/c2c[nH]c3ccccc23)nnn1-c1nonc1N	1.4%	1.0%	nt	i	3	nt	-0.3%	nt	nt	nt
Cn1c(=O)[nH]c(=O)c2c1ncn2CCCc1ccccc1	16%	0.6%	-12%	i	10	-7%	-0.2%	-5%	-14%	1.1
Nc1ccc(S(=O)(=O)NC2(C(F)(F)F)NC(=O)N(c3ccc(F)cc3)C2=O)cc1 (stereo not drawn)	1.4%	-0.1%	nt	i	51	nt	-0.6%	nt	nt	nt
Cc1c(Cl)cccc1NC(=S)N(Cc1ccco1)C(C)c1ccccn1 (stereo not drawn)	1.0%	-0.1%	15%	i	26	17%	-0.5%	-7%	-9%	1

Compounds above that have a COOH group (two):
SMILES	RSV antiviral HEp-2	UTI89 phage lysis	human PMI inhibition	T cell HTS	T cell HTS vesicle-bound %	PMI inhibition	West Nile virus CPE	M1AAP inhibition	M17LAP inhibition	TNAP activators
C=CCc1cccc2cc(C(=O)Nc3cccc(C(=O)O)c3)c(=O)oc12	-1.3%	nt	nt	i	13	nt	1.3%	-2%	-8%	nt
O=C(O)c1cccc(Cn2c(Cl)c(/C=N/NC(=O)c3ccc(O)cc3)sc2=O)c1	1.0%	-0.1%	nt	i	53	nt	0.4%	17%	54%	nt

Additional structures
SMILES	RSV antiviral HEp-2	UTI89 phage lysis	human PMI inhibition	T cell HTS	T cell HTS vesicle-bound %	PMI inhibition	West Nile virus CPE	M1AAP inhibition	M17LAP inhibition	TNAP activators
CCn1c(=O)c(C(=O)NC(C)C)c(O)c2ccccc21	20%	1.4%	-13%	i	23	-18%	0.4%	-4%	-6%	1.1
COc1ccc(Nc2ncc(C#N)c(N)n2)c(OC)c1	nt	-0.5%	nt	i	43	nt	0.1%	1%	10%	nt
Cc1cc(C)n2c(Nc3ccc4c(c3)OCCO4)c(-c3ccccc3)nc2n1	6.1%	1.9%	-4%	i	16	-4%	0.6%	11%	5%	0.9
COc1ccc(CC(C)N2CCN(Cc3ccccc3)CC2)cc1OC (stereo not drawn)	0.6%	1.6%	nt	i	51	nt	-0.8%	nt	nt	nt
COc1ccc2cc(C(=O)c3ccccc3)c(=O)oc2c1	0.6%	-0.3%	7%	i	23	9%	-0.2%	20%	12%	1.1
COc1ccccc1NC(=O)N[C@@H](Cc1c[nH]c2ccccc12)C(=O)NN	2.3%	-0.9%[50 µM]	nt	i	12	nt	-0.2%	nt	nt	nt
OC(CNCCc1ccc(Cl)cc1)COCc1ccco1 (stereo not drawn)	-1.2%	-0.5%	9%	i	0	2%	0.0%	-4%	14%	1.1
COc1ccccc1N1CCN(S(=O)(=O)CCNC(=O)c2ccc(Br)o2)CC1	0.1%	0.1%	nt	i	2	nt	-0.5%	nt	nt	nt
CCOC(=O)c1cc(C)sc1NC(=S)Nc1ccccc1	0.2%	1.8%	16%	i	59	12%	1.5%	?	9%	1
CCOC(=O)c1sc(NC(=O)CCN2CCN(C)CC2)c(C(=O)OCC)c1C	-3.3%	-0.3%	nt	i	65	nt	?	3%	6%	1.1
CS(=O)(=O)N(CC(=O)N1CCCC1)c1ccc2c(c1)OCCO2	2.1%	3.2%	4%	nt	nt	4%	-0.2%	3%	4%	1.1
O=C(O)C1[C@H]2C(=O)N(Cc3cccs3)C[C@]23C=C[C@H]1O3 (stereo partly drawn)	1.9%	-0.2%	4%	i	36	-5%	-0.2%	5%	2%	1.1
Cc1ccc(/C=C/C(=O)Nc2nnc(C)s2)o1	1.6%	-5.3%	-8%	i	36	-3%	-0.2%	8%	8%	1.1
O=c1[nH]c2cc3c(cc2cc1CN(Cc1ccco1)C(=S)NCC1CCCO1)OCCO3 (stereo not drawn)	0.5%	0.9%	nt	i	45	nt	0.2%	7%	-23%	1
O=C(CSc1nnc(CN2CCCCC2)n1-c1ccccc1)c1ccc2c(c1)OCO2	4.3%	1.4%[50 µM]	10%	i	11	8%	-1.9%	-5%	3%	1.1
Cc1nc(/C=[N+](\[O-])C(C)(C)/C=N/O)n(O)c1C	3.6%	0.1%	13%	i	42	2%	0.2%	4%	16%	1.1
C/C(=C\c1ccccc1)CN1CCN(c2ccccc2)CC1	-0.7%	11%	-10%	i	23	-7%	-0.6%	1%	7%	1.1
COc1ccc(C2Nc3ccccc3C(=O)N2c2ccccc2)cc1Cn1cc([N+](=O)[O-])cn1 (stereo not drawn)	1.0%	0.6%	14%	i	56	11%	0.4%	23%	2%	1
COc1ccc(S(=O)(=O)NCC2CCCO2)cc1NC(=O)c1ccccc1F (stereo not drawn)	0.8%	0.1%	nt	i	28	nt	0.0%	nt	nt	nt
COc1ccc(OC)c(/C=N/NC(=O)CSc2cc(C)nc3c(OC)cccc23)c1	-1.3%	nt	1%	i	60	-6%	0.0%	10%	-9%	1.1

Overlap with the part before: 2 entries, then new ones.
SMILES	RSV antiviral HEp-2	UTI89 phage lysis	human PMI inhibition	T cell HTS	T cell HTS vesicle-bound %	PMI inhibition	West Nile virus CPE	M1AAP inhibition	M17LAP inhibition	TNAP activators
COc1ccc(S(=O)(=O)NCC2CCCO2)cc1NC(=O)c1ccccc1F (stereo not drawn)	0.8%	0.1%	nt	i	28	nt	0.0%	nt	nt	nt
COc1ccc(OC)c(/C=N/NC(=O)CSc2cc(C)nc3c(OC)cccc23)c1	-1.3%	nt	1%	i	60	-6%	0.0%	10%	-9%	1.1
COc1cc(C(=O)N2CCN(Cc3ccc4c(c3)OCO4)CC2)c([N+](=O)[O-])cc1OC	16%	0.2%	nt	i	59	nt	-1.1%	nt	nt	nt
Cc1nn(C)cc1/C=N/NC(=O)Cn1nccc1C	0.7%	1.1%[50 µM]	-2%	i	8	-7%	-0.1%	9%	4%	1.1
CCC/C=C1/CCCOC(C(=O)NCc2ccccn2)(C(F)(F)F)C1 (stereo not drawn)	-0.5%	-0.4%	nt	i	34	nt	-0.9%	nt	nt	nt
CC(O)CNCCCOc1cccc(C(F)(F)F)c1 (stereo not drawn)	0.5%	0.2%	-10%	i	33	-16%	-0.1%	1%	6%	1
Cn1cc(C(CC(=O)O)C(=O)O)c2ccccc21 (stereo not drawn)	0.1%	6.8%	4%	i	18	4%	-0.3%	-12%	1%	1.1
CCn1c(CNc2ccc(Cl)cc2)nnc1SCC#N	1.5%	1.3%	nt	i	59	nt	0.1%	2%	-17%	1.2
COc1ccc(/C=N/NC(=O)c2cccnc2)cc1CSc1nc2ccccc2s1	2.2%	0.0%	20%	i	29	14%	0.9%	10%	16%	1.5
COC(=O)Nc1ccc(C)c2nsnc12	0.7%	1.0%	7%	i	45	16%	nt	3%	5%	1.1
Cc1cc(C)cc(NC(=O)[C@@H](NC(=O)c2ccco2)C(C)C)c1	1.6%	-0.4%	nt	i	37	nt	-0.5%	nt	nt	nt
O=C(CC12CC3CC(CC(C3)C1)C2)NCc1ccc(F)cc1	2.5%	0.2%	nt	i	54	nt	-1.0%	nt	nt	nt
Cc1oc2c(F)c(F)c(F)c(F)c2c1S(=O)(=O)Nc1cccc(C(F)(F)F)c1	8.8%	-3.3%[50 µM]	nt	i	13	nt	-1.0%	nt	nt	nt
O=C1CCCN2N=C(SCC(=O)N3N=C(c4ccc(Br)cc4)CC3c3ccc(F)cc3)SC2=N1 (stereo not drawn)	?	-0.4%	22%	i	25	9%	-1.0%	23%	10%	1.1
COc1ccc(C(=O)Cc2ccccc2)cc1OC	0.3%	1.4%[50 µM]	-8%	i	13	-9%	-0.5%	-2%	-4%	1.1
C/C(=N\NC(=O)c1nn(C)c(C)c1Br)c1ccc(NC(=O)C2CCCC2)cc1	1.2%	-0.1%	nt	i	21	nt	-0.4%	nt	nt	nt
